Screens deposited in PubChem BioAssay by National Center for Advancing Translational Sciences (NCATS).
POLH inh = inhibitors of human DNA polymerase eta. recombinant Pol eta, fluorescent DNA replication assay. Potency, µM (top dose mostly 114 µM), without a hit: at the highest dose activity change, negative = inhibition, most hits filed as inhibitors. Q9Y253. actives 1.2% (n = 390,000); also: potency is read from the fitted curve at half-maximal effect; % is scaled to controls: 0 for no effect and ±100 for the full control effect
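Pol eta at 10 nM preincubated with compounds 15 min at room temperature; reaction started with fluorescent substrate (50 nM final) and read kinetically at 0 and 10 min.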
BAZ2B inh = inhibitors of human BAZ2B bromodomain; Q9UIF8; AlphaScreen BAZ2B-H3K14Ac peptide displacement; Potency, µM (top dose mostly 114 µM), for inactives: at the highest dose activity change, negative = inhibition, usual class: inhibitors; actives 4.4% (n = 360,000); also: potency is read from the fitted curve at half-maximal effect; % is scaled to controls: 0 for no effect and ±100 for the full control effect; nearly all actives have a fitted effect of over 60% in size
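In this displacement format the biotinylated H3(5-23) peptide acetylated at Lys14 serves as ligand at 50 nM, with BAZ2B at 50 nM in PBS pH 7.4 containing 0.01% Tween-20. Donor and acceptor beads are 10 ug/mL final.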
G9a block = G9a (human) methyltransferase inhibition. Q96KQ7. G9a H3K9 monomethylation, AlphaScreen, 2 h. Potency, µM (highest dose often 102 µM), for inactives: at the highest dose activity, negative = inhibition, actives largely listed as inhibitors. actives 8.8% (n = 350,000). AID 504332; also: potency is read from the fitted curve at half-maximal effect; % is scaled to controls: 0 for no effect and ±100 for the full control effect; nearly all actives have a fitted effect of over 75% in size
Target sequence (Q96KQ7 913-1193 limits assumed): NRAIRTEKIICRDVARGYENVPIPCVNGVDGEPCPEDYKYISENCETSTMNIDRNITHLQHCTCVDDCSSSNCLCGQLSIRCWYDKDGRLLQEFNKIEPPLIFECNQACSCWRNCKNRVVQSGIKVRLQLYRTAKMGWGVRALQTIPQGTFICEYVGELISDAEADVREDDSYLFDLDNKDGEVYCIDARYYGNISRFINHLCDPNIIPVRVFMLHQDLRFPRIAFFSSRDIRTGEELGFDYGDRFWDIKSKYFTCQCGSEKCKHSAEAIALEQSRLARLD
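Readings reflect AlphaScreen signal from monomethyl-H3K9 antibody detection. HMT at 20 nM; substrate b-H3K9 500 nM; cofactor SAM 20 uM; 2 h RT reaction; compounds tested as titrations in qHTS with 15 min preincubation.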
PI4K2A block = inhibitors of human PI4K2A; Q9BTU6; purified PI4K2A, ADP-Glo luminescence, 1 h; active compounds read low; activity change, negative = inhibition, % at 76.9 µM; actives 0.13% (n = 420,000); AID 1346378; in the data active = activity change below about -50%; inconclusive = mostly about -30% to -49%;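 also: -100% = wells without enzyme as full effect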
Target sequence (Q9BTU6 whole entry, looked up): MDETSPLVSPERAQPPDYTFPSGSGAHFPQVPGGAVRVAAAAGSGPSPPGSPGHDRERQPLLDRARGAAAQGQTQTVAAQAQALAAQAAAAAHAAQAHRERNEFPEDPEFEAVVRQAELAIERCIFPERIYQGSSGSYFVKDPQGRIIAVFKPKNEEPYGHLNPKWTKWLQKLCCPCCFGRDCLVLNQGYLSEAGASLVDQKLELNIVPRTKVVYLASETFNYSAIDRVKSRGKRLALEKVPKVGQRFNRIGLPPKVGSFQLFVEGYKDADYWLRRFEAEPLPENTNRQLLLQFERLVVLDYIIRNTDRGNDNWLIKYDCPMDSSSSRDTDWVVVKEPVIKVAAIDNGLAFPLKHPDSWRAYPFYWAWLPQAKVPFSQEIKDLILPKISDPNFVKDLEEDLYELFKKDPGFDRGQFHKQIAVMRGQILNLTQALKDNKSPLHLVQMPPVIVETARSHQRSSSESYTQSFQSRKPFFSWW
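Compounds are screened against recombinant PI4K2A using PI as substrate and ATP, the latter dispensed at 300 microM. Reactions run one hour at ambient temperature before ADP-Glo detection; full inhibition defined by wells lacking enzyme.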
HP1b binding inh = HP1-beta chromodomain-methylated histone interaction inhibition; Potency, µM (doses to about 114 µM), for inactives: at the highest dose activity change, negative = inhibition, usual class: inhibitors; AID 540317; AlphaScreen HP1-beta / biotin-H3K9me3 peptide binding; P83916; actives 0.56% (n = 390,000); also: potency is read from the fitted curve at half-maximal effect; nearly all actives have a fitted effect of over 70% in size; inactives centre near 23
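AlphaScreen: HP1-beta (50 nM) preformed 30 min with biotin-H3(1-18)K9me3 peptide (50 nM) in PBS pH 7.4, 0.01% Tween-20. Compound added for 30 min at RT, then streptavidin donor/nickel chelate acceptor beads (10 ug/mL) for 30 min.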
JMJD2A Tudor inh = blocks the human JMJD2A Tudor domain; O75164; AlphaScreen JMJD2A-Tudor / H3K4me3 peptide binding; Potency, µM (doses to about 114 µM), inactives show at the top dose activity change, negative = inhibition, actives largely listed as inhibitors; actives 4.4% (n = 390,000); also: potency is read from the fitted curve at half-maximal effect; % is scaled to controls: 0 for no effect and ±100 for the full control effect; nearly all actives have a fitted effect of over 50% in size
GLS inhibitor = inhibitors of human glutaminase (GLS). O94925. GLS enzymatic activity, qHTS titration. Potency, µM (doses to about 45.5 µM), for the others: at the top dose activity change, negative = inhibition, most hits filed as inhibitors. actives 0.21% (n = 410,000). AID 624170; also: potency is read from the fitted curve at half-maximal effect; % is scaled to controls: 0 for no effect and ±100 for the full control effect
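Human kidney-isoform GLS in 45 mM KH2PO4 pH 8.2, 0.02% Tween-20, with compound, started with 1mM L-Glutamine (added stock). Glutamate oxidase/HRP/Amplex red coupled fluorescence read at start and after 30 min at RT.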
Tb PGK inh = inhibitors of T. brucei phosphoglycerate kinase; PGK/GAPDH coupled, Kinase-Glo luminescence, 60 min; actives 0.043% (n = 380,000); AID 602233; Potency, µM (highest dose often 57.5 µM), for inactives: top-dose activity change, negative = inhibition, most hits filed as inhibitors; also: potency is read from the fitted curve at half-maximal effect; % is scaled to controls: 0 for no effect and ±100 for the full control effect; nearly all actives have a fitted effect of over 60% in size
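Recombinant glycosomal PGK reaction used 1,3-bisphosphoglycerate generated in-well by GAPDH (100nM final) in 100mM TEA pH 7.6, 5mM MgCl2, 0.01% Tween-20. After 60 minutes at room temperature, ATP was read by Kinase-Glo Plus luminescence end-point.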
Pin1 inhibitor = inhibitors of human Pin1 | Q13526 | actives 0.009% (n = 390,000) | Potency, µM (series often up to 115 µM), for inactives: at the highest dose activity, negative = inhibition, hits mostly inhibitors | Pin1 FP peptide displacement, HiFluor488, 10 min; active = well fitted inhibition curve with a large enough effect in the polarisation, with a control signal flat, not every such curve was filed as active; inconclusive = small, poorly fitted or top-dose-only effect, or effect the other way, or a change in a side signal; inactive = no such curve, though single readings can be large or run the other way; the % refers to the polarisation; also: potency is read from the fitted curve at half-maximal effect; % is scaled to controls: 0 for no effect and ±100 for the full control effect
Target sequence (Q13526 whole entry, looked up): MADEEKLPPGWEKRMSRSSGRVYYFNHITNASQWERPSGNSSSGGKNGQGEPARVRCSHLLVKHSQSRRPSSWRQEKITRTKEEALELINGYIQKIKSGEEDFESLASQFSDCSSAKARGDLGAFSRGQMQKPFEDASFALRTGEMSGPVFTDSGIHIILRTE
* marks the source's active call; other numbers are inactive results; i = inactive; ? = inconclusive; . = not tested or not shown; & = joins results of further samples; [ ] = another dose, or the depositor's remark. Unless noted, calls follow the shape of the dose curve; as a rule, active = well fitted curve in the direction sought with a large enough effect; inconclusive = small, poorly fitted or top-dose-only effect, or another doubt; inactive = no such curve, though single readings can be large; an effect the other way counts as inactive or inconclusive. This is a subset, so the mix of outcomes need not match the whole.

SMILES | POLH inh | BAZ2B inh | G9a block | PI4K2A block | HP1b binding inh | JMJD2A Tudor inh | GLS inhibitor | Tb PGK inh | Pin1 inhibitor
NC(=O)c1nn(-c2ccccc2)nc1NC(=O)CN1CCCCC1 | -16% | 5% | ? | -2 | 36% | -8% | -1% | -6% | 2%
COc1ccc(OC)c(NC(=O)c2cnc(Nc3ccc(C)c(Cl)c3)c3ccccc23)c1 | -9% | 5% | 19%[59 µM] | -4 | 45%[activator] | 17% | 6% | -4% | ?
CN(CC(=O)Nc1cccc(S(=O)(=O)N(C)c2ccccc2)c1)Cc1cccs1 | -21% | . | . | -1 | . | . | 3% | i | .
Cc1cccc(C(=O)Oc2ccccc2-c2nnco2)c1 | 2% | -6% | 23%[59 µM] | 3 | 72%[activator] | 3% | 4% | -6% | 0%
CCOc1cc(/C=C2/SC(=S)N(CC3CCCO3)C2=O)ccc1O (stereo not given) | -19% | -14% | -2% | -8 | 27% | -22% | -8% | -15% | ?
Cc1ccc(S(=O)(=O)CCC(=O)OCC(=O)c2c(N)n(CC(C)C)c(=O)n(C)c2=O)cc1 | -13% | -8% | 17% | 3 | 26% | -12% | -14% | i | 1%
CCN1C(=O)[C@H]2[C@@H](c3ccc(C)cc3)N[C@]3(CCCN(CC4CCCCC4)C3=O)[C@H]2C1=O | 1% | . | . | -4 | . | . | 0% | i | .
CCn1c(COc2ccc3c(c2)CCCC3)nnc1SCC(=O)Nc1ccc(C(=O)OC)cc1 | -11% | -1% | -10% | 7 | 27% | -15% | 7% | 4% | -2%
CCn1c(=O)n(CC(=O)NCc2ccco2)c(=O)c2ccccc21 | 1% | -3% | 3%[59 µM] | -3 | 13% | -12% | 5% | -6% | 1%
Cc1ccc(Nc2nc(N)c3ccccc3n2)cc1Cl | -16% | -9% | . | -28 | 63%[activator] | -13% | -4% | 0% | 1%
COc1ncc(-c2ccc3c(c2)S(=O)(=O)c2cccc(C(=O)NCc4ccco4)c2C3=O)cn1 | -1% | -2% | 5%[0.501 µM] | -3 | 12% | -27% | 1% | -7% | 50%[activator]
CCOC(=O)C(=CNc1ccc(Oc2cncc(Cl)c2)nc1)C(=O)OCC | -19% | -8% | 7% | 0 | 28% | 8% | 3% | i | 7%
COc1ccccc1C(=O)NCc1ccco1 | -16% | -11% | . | -1 | 23% | -16% | -5% | -7% | -2%
O=C(Nc1ccc(N2CCN(C(=O)c3ccco3)CC2)cc1)c1ccccc1F | -9% | -7% | -37% | 4 | 35% | -15% | 0% | -7% | 18%
CCOc1ccc(S(=O)(=O)N2CCCC(C(=O)Nc3cccc(C)c3)C2)cc1 (stereo not given) | -13% | 1% | -27% | -3 | 8% | -15% | -4% | -1% | 0%
O=C1/C(=C\c2cccnc2)Sc2ccccc21 | -11% | -30% | 20%[59 µM] | 1 | -8% | 79µM* | 3% | -4% | 3%
COc1ccc(CCNc2nc3c(-c4cccc(C(F)(F)F)c4)nnn3c3ccccc23)cc1OC | -18% | 4% | 16%[59 µM] | 4 | 43%[activator] | 5% | 3% | -5% | 0%
COc1ccccc1NC(=O)NCCc1ccccc1 | -14% | 27% | 20% | 1 | 34% | 9% | 4% | -3% | -7%
CCOC(=O)N1CCC(NC(=O)c2ccc(N3CCC4(CC3)OCCO4)c([N+](=O)[O-])c2)CC1 | 5% | -2% | -23% | -5 | 22% | -5% | 1% | -2% | 12%
O=C(NC1CCCCC1)N1CCCC1 | -10% | 14% | 2%[59 µM] | -2 | 11% | -13% | -12% | -6% | -7%
O=C(Cn1c2ccccc2c(=O)c2ccccc21)Nc1cccc(F)c1 | -8% | -7% | 13% | 2 | 6% | 16µM* | -17% | . | 0%
CNc1nc(N)c(C(=O)C23CC4CC(CC(C4)C2)C3)s1 | -17% | ? | ? | -5 | -3% | -35% | -7% | i | -1%
CCOC(=O)N1CCN(C(=O)c2ccc(Cl)c(S(=O)(=O)N3CCOCC3)c2)CC1 | 7% | -3%[57.1 µM] | -5% | -4 | 21% | -7% | 0% | 4% | -1%
O=C(COc1cccc(NC(=O)c2cccc([N+](=O)[O-])c2)c1)c1ccc(F)cc1 | -5% | -1% | 16%[59 µM] | -2 | 26% | -24% | 5% | 10% | 8%
CCC(C)c1ccc(O)c(NC(=O)c2ncn[nH]2)c1 (stereo not given) | -5% | 6% | 4%[12.7 µM] | -2 | 28% | -15% | 16% | -6% | 0%
CCN1C(=O)[C@H]2[C@@H](c3ccc(OC)cc3)N[C@]3(CCCN(Cc4ccc(Cl)cc4)C3=O)[C@H]2C1=O | -3% | . | . | -7 | . | . | 0% | -2% | .
O=C(CSc1nc2nn(-c3ccccc3)c(=O)c-2c2n1CCCCC2)c1ccc(O)c(O)c1 | 1.8µM* | 10µM* | -40%[2.33 µM] | -6 | 28µM* | 11µM* | 10% | ? | ?
c1cncc(-c2nc(-c3ccc4c(c3)OCO4)cs2)c1 | ? | -8% | 16%[59 µM] | 2 | 20% | -28% | 4% | -3% | ?
O=C(CSc1nc2[nH]ncc2c(=O)n1-c1ccccc1)NCc1cccs1 | -4% | 9% | 18% | 0 | 53%[activator] | 4% | -7% | i | 12%
COCc1cc(C)n(CC(=O)Nc2ccc(N3CCOCC3)c(Cl)c2)c(=O)c1C#N | -12% | -13% | 19% | 0 | 1% | -16% | 7% | -5% | -7%
COc1ccc(NC(=O)COc2ccc(N(C)S(=O)(=O)c3ccc(Cl)cc3)cc2)cc1OC | -16% | 2% | -39% | 3 | 12% | -21% | -6% | 1% | 3%
COC(=O)c1ccc(NC(=O)C2CC(=O)N(c3cc(C)ccc3C)C2)cc1 (stereo not given) | -2% | 8% | -32% | -5 | 7% | -17% | 7% | -3% | -1%
CC(CNC(=O)C(=O)NC(C)CCc1ccccc1)Cc1ccccc1 (stereo not given) | -1% | 4% | 51%[activator][12.7 µM] | -1 | 21% | -6% | 4% | -3% | -3%
COc1ccc(CN(C)C(=O)c2cccc(NS(=O)(=O)c3ccccc3)c2)c(OC)c1 | -5% | -12% | 22% | 2 | 27% | -18% | 11% | 3% | -2%
Cc1oc2cc(OC(C)C(=O)O)ccc2c(=O)c1Oc1ccccc1 (stereo not given) | -2% | -6% | -7%[59 µM] | -6 | 30% | -14% | 3% | 0% | 0%
Cc1cc(OCC(=O)N(C)c2ccccc2)cc2c1C(=O)CC(C)(C)O2 | -20% | 3% | . | 5 | 43%[activator] | 0% | 4% | -7% | 0%
NC(=O)CSc1cn(Cc2cccc(F)c2)c2ccccc12 | -12% | ? | -5% | 2 | 17% | -17% | 8% | 7% | -3%
Cn1c(SCc2ccccc2)nnc1-c1cccs1 | -14% | 4% | -17% | -4 | 22% | -6% | 0% | 7% | -4%
CC(=O)Nc1ccc(SCC(=O)c2cc(C)ccc2C)cc1 | -16% | -37% | ? | 4 | 32% | -1% | 6% | -9% | -3%
COc1ccc(C)cc1N(CC(=O)NC1CCCC1)C(=O)Cn1nnc(-c2ccc(C)o2)n1 | -1% | -17% | 16% | 3 | 1% | -16% | 3% | 2% | -3%
CC(=O)Nc1ccc(S(=O)(=O)NCCc2csc3nc(-c4ccc(Cl)cc4)nn23)cc1 | -7% | -7% | 7%[59 µM] | 0 | 12% | -5% | 5% | i | ?
COc1ccccc1/C=C/C(=O)NC(=S)Nc1ccc(S(=O)(=O)N(C)c2ccccc2)cc1 | -14% | -31%[57.1 µM] | 49%[59 µM] | 3 | 2% | -7% | -7% | -7% | -2%
CCOc1ccccc1C(=O)NC(C(=O)OCC(=O)Nc1nnc(-c2ccccc2)o1)C(C)C (stereo not given) | -7% | 9% | 8%[12.7 µM] | -5 | 30% | -5% | 9% | -9% | 11%
O=C(Nc1cnn(Cc2ccc(F)cc2)c1)c1cnn2c(C(F)F)cc(-c3ccccc3)nc12 | 1% | -17% | . | 3 | 25%&77% | -4%&-16% | 12% | 7% | 1%&3%
COCCNC(=O)CSc1nc2cc(OC)c(OC)cc2c(=O)n1CCc1ccc(S(N)(=O)=O)cc1 | -6% | -13% | -28% | 2 | 38% | -1% | -1% | 3% | -1%
Cc1cc(Cl)ccc1NC(=S)NCC(O)c1ccccc1 (stereo not given) | 2% | -1% | 3%[0.501 µM] | -1 | 11% | -7% | 1% | 0% | 2%
Cc1ccc(NC(=O)CSc2nnnn2C)cc1S(=O)(=O)N1CCCCC1 | -8% | . | . | 2 | . | . | 8% | -5% | .
Cc1ccc(C)c(OCc2cc(C(=O)N3CC[C@@H]4CCCC[C@H]4C3)no2)c1 | -19% | 12% | 126%[activator] | 2 | 113%[activator] | 74%[activator] | -1% | -1% | 2%
COc1ccc(-c2nc(CSCC(=O)NCc3ccccc3Cl)c(C)o2)cc1OC | -10% | -31% | ? | -2 | 5% | ? | 9% | 9% | 4%
C=CC[C@@H](CC(=O)N[C@H](CO)Cc1ccccc1)C(=O)N[C@H](COC(=O)[C@H](CC=C)CC(=O)OC(C)(C)C)Cc1c[nH]c2ccccc12 | -7% | . | . | 4 | -13% | ? | -2% | -4% | -4%
COc1ccccc1CNC(=O)Cn1cc2c(n1)CCCC2 | -13% | -4% | -3%[59 µM] | 1 | 32% | -8% | 3% | -6% | -2%

A different layout for some results above.
smiles	POLH inh	BAZ2B inh	G9a block	PI4K2A block	HP1b binding inh	JMJD2A Tudor inh	GLS inhibitor	Tb PGK inh	Pin1 inhibitor
CC(CNC(=O)C(=O)NC(C)CCc1ccccc1)Cc1ccccc1 (stereo not given)	-1%	4%	51%[activator][12.7 µM]	-1	21%	-6%	4%	-3%	-3%
CN(CC(=O)Nc1cccc(S(=O)(=O)N(C)c2ccccc2)c1)Cc1cccs1	-21%	.	.	-1	.	.	3%	i	.
